GLP-1R agonist = GLP-1 receptor (human) agonism. P43220. HEK293 GLP-1R CRE-luciferase, luminescence, 4-6 h; cells express a hypersensitive GLP-1R form. Potency, µM (highest dose often 45.6 µM), for the others: at the highest dose activation, actives largely listed as activators. 0.007% of 380,000 active; further: potency means the concentration at half of the fitted maximal effect; % of control where 0% means no effect
Target sequence (P43220 whole entry, looked up): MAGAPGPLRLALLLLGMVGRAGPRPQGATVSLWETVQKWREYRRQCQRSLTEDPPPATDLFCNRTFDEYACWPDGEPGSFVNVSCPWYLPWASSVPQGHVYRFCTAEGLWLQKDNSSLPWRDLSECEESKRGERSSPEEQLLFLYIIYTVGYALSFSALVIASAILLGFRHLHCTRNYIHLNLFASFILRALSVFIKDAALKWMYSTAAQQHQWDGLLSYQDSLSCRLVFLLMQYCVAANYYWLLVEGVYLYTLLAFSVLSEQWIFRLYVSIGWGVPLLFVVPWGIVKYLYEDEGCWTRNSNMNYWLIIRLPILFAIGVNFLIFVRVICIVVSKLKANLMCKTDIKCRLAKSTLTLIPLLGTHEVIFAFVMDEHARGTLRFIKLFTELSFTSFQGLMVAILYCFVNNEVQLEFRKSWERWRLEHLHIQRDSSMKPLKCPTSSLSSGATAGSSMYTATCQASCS
KB-V1 MDR tox = KB-V1 MDR subline cytotoxicity | KB-V1 MDR cells viability, CellTiter-Glo, 72 h | Potency, µM (doses to about 46.1 µM), inactives show at the highest dose activity change, negative = cytotoxicity, usual class: cytotoxic | 3.4% of 400,000 active; further: potency means the concentration at half of the fitted maximal effect; on the % scale 0 is the no-effect control and ±100 the full control effect; nearly all actives have a fitted effect of over 60% in size
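Readout: CellTiter-Glo luminescence, 10 min after addition. Cells: KB-V1 MDR subline, 72 h at 37 degrees C with compound. Analysis: corrected, normalized data fitted to concentration-effect curves.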
aSyn yeast inh = rescues yeast growth from alpha-synuclein toxicity | Yeast expressing alpha-synuclein, growth rescue, BacTiter-Glo, 24 h | Potency, µM (doses to about 46.1 µM), for the others: at the top dose growth rescue (activation), usual class: activators | 0.14% of 370,000 active | AID 652106; further: potency means the concentration at half of the fitted maximal effect; % of control where 0% means no effect; nearly all actives have a fitted effect of over 65% in size
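Galactose-induced alpha-syn yeast (OD600=0.02, raffinose-pregrown) + pinned cpd, 24 hr, 30 deg C; growth by BacTiter-Glo luminescence. Growth restoration scores as activation.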
DRD3 antagonist = D3 dopamine receptor (human) antagonism | P35462 | max response, negative = inhibition, % | D3R cells, DiscoveRx beta-arrestin luminescence, antagonist mode; active compounds read low | 2.5% of 360,000 active; in the data active means max response below about -50%; inconclusive means no clear call, values can overlap the other calls; further: on the % scale 0 is the no-effect control and ±100 the full control effect; mostly tested at two doses, the higher about 12 µM
Target sequence (P35462 whole entry, looked up): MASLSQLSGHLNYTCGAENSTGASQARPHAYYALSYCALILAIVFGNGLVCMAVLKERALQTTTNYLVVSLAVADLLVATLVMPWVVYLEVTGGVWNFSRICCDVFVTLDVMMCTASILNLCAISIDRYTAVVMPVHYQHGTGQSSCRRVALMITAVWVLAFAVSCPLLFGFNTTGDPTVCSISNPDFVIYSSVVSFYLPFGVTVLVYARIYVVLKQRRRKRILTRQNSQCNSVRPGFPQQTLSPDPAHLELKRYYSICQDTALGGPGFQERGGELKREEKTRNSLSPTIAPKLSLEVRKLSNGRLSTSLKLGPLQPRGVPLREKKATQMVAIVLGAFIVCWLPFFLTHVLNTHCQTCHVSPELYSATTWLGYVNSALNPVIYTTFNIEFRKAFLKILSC
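Cells plated overnight at 1500 cells/well, then exposed to library compounds with dopamine controls for 90 minutes at 37 degrees C. DiscoveRx reagent added for 30–60 minutes at room temperature; luminescence read, quantitative HTS format.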
TDP43 rescue = rescues yeast growth from TDP-43 toxicity | AID 652104 | TDP-43 expressing yeast growth rescue, BacTiter-Glo, 24 h | Potency, µM (highest dose often 46.1 µM), for the others: at the top dose growth rescue (activation), hits mostly activators | 1.8% of 410,000 active; further: potency means the concentration at half of the fitted maximal effect; % of control where 0% means no effect; nearly all actives have a fitted effect of over 50% in size
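Luminescence from BacTiter-Glo reports growth of TDP-43-expressing yeast after 24 hr at 30 deg C with compound. Cells were raffinose-pregrown to mid-log, then seeded in galactose medium at OD600=0.02.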
GLP1R inv ag = GLP-1 receptor (human) inverse agonism | P43220 | HEK293 GLP-1R CRE-luciferase, luminescence, 24 h; GLP-1R form is constitutively active | Potency, µM (titrated, usually from 38.3 µM), without a hit: top-dose activity change, negative = inhibition, most hits filed as inhibitors | 1.6% of 410,000 active | AID 624417; further: potency means the concentration at half of the fitted maximal effect; on the % scale 0 is the no-effect control and ±100 the full control effect; nearly all actives have a fitted effect of over 55% in size
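Readout was luciferase luminescence, measured 12 min after detection reagent at room temperature. Beforehand, GLP-1R reporter HEK293 cells had sat 12 h, then received compounds for 24 hr at 37 deg C.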
PTHR1 ag = agonists of human PTHR1 parathyroid hormone receptor. 0.075% of 410,000 active. Potency, µM (doses to about 115 µM), inactives show top-dose activation, most hits filed as activators. HEK293 GP2 PTHR1 cells, GloSensor cAMP luminescence, 1 h; further: potency means the concentration at half of the fitted maximal effect; nearly all actives have a fitted effect of over 55% in size; some results filed as inactive show a strong effect at the top dose; inactives centre near -15; many of its hits are not listed in these tables
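HEK-293-derived GP2 cells expressing PTHR1 and a GloSensor cAMP reporter, 3,000/well, plated overnight, given luciferin plus IBMX (each 0.5 mM as added) for 1 h at 37 °C, then compound for 1 h at 37 °C. Luminescence was read after 15 min at room temperature.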
HEK293 tox = cytotoxicity in counter-screen for GLP-1R inverse agonists | Potency, µM (series often up to 38.3 µM), inactives show at the highest dose activity change, negative = inhibition, actives largely listed as inhibitors | HEK293 cAMP-luciferase reporter cells, luminescence, 24 h | AID 624418 | 0.13% of 410,000 active;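 further: loss of luciferase light is scored as toxicity; potency means the concentration at half of the fitted maximal effect; on the % scale 0 is the no-effect control and ±100 the full control effect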
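MLSMR compounds, 24 hr on cells at 37 deg C/5% CO2; luminescence after luciferase reagent (12 min RT). Inhibition counted as the undesired cytotoxic outcome.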
D3 ag = activates the human D3 dopamine receptor; AID 652048; max activation, %; 0.58% of 410,000 active; P35462; D3R DiscoveRx beta-arrestin cells, luminescence, 90 min; in the data active means max activation above about 30%; further: 0% is about no effect; mostly tested at two doses, the higher about 12 µM
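Agonist-mode cell screen: cells plated at 1500/well and incubated overnight at 37 °C, then exposed to library compounds for 90 min at 37 °C. Detection reagent was added for 30–60 min at room temperature, and luminescence was read.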
The depositor's hits bear a star; i = inactive; ? = inconclusive; / = not tested or not shown; & = joins results of further samples; [ ] = another dose, or the depositor's remark. Unless noted, the call rests on the fitted dose curve; in most records, active means well fitted curve in the direction sought with a large enough effect; inconclusive means small, poorly fitted or top-dose-only effect, or another doubt; inactive means no such curve, though single readings can be large; an effect the other way counts as inactive or inconclusive. An excerpt, so the mix of outcomes need not match the whole.

SMILES	GLP-1R agonist	KB-V1 MDR tox	aSyn yeast inh	DRD3 antagonist	TDP43 rescue	GLP1R inv ag	PTHR1 ag	HEK293 tox	D3 ag
O=S(=O)(Nc1ccc2c3c(cccc13)CC2)c1ccccc1	26%	-28%	1%	-1	23%	?	-8%	-9%	0
O=P(CCNCc1ccco1)(c1ccccc1)c1ccccc1	-6%	-1%	-2%	3	6%	-5%	i	7%	5
CC(C)NC(=O)NC(=O)COC(=O)c1ccccc1F	4%	-4%	1%	6	3%	9%	-18%	-1%	3
CCN(CC)S(=O)(=O)c1ccc(N2CCOCC2)c(NS(=O)(=O)c2ccc(C(C)C)cc2)c1	-2%	-6%	-10%	-2	-5%	-6%	i	-20%	-4
CC1CN(C(=O)N2CCC(C(=O)NCc3ccco3)CC2)c2cc(Cl)ccc2O1 (stereo not drawn)	/	0%	/	/	0%	-3%	i	-10%	7
C=C(C)CC(NCCc1ccccc1)c1ccco1 (stereo not drawn)	5%	0%	-6%	-9	10%	-10%	9%	-7%	-10
CC(=O)Nc1ccccc1-c1nnc(SCc2ccccc2Cl)[nH]c1=O	0%	12%	/	?	1%	3%	0%	-2%	1
O=c1cc(/N=C/c2coc3c(ccc4ccccc43)c2=O)[nH]c(=S)[nH]1	-1%	17%	-7%	-14	-8%	8%	i	-2%	4
CC1CCC(N2CC(=O)N(C3CCCCC3)C(c3ccc(F)cc3)C2=O)CC1 (stereo not drawn)	/	/	/	/	-27%	15%	-4%	11%	-7
COCCCn1c(=O)c2sccc2n(Cc2ccccc2C)c1=O	9%	3%	0%	8	?	13%	i	?	-4
CCC(C(=O)NCCc1ccc(Cl)cc1)n1ccc2cc(S(=O)(=O)N3CCCCC3)ccc21 (stereo not drawn)	/	-11%	/	/	15%	?	-6%	-7%	-7
CN(C)CCn1c(=O)n(-c2cccc(Cl)c2)c(=O)c2c3c(sc21)CCCCC3	13%	-9%	0%	-8	-29%	?	19%	?	-3
O=C(CCS(=O)(=O)c1cc2c(cc1Cl)NC(=O)CO2)NCc1ccccc1	-2%&-6%	20%&3%	-3%&-1%	3	2%&-30%	13%&14%	-4%	3%&4%	-1&-8
CC(=O)c1ccc(NC(=O)c2cccc(N3C(=O)c4ccccc4C3=O)c2)cc1	1%	10%	-3%	0	0%	11%	-11%	0%	-6
Cc1cc(-c2nnc(SCC(=O)NC3CC3)n2C(C)C)cs1	-9%	/	0%	11	8%	3%	i	0%	16
COc1ccc(C(CC(=O)NCc2ccccc2Cl)N2Cc3ccccc3C2=O)cc1OC (stereo not drawn)	-2%	0%	2%	/	15%	5%	-16%	1%	-9
CCOC(=O)C[C@H]1c2cc(F)ccc2S(=O)(=O)N1C(C)(C)C	5%	?	4%	19	10%	-14%	-15%	7%	0
CC(C)NC(=S)N/N=C/c1ccc(N2CCOCC2)cc1	2%	-7%	-5%	-9	12%	?	-14%	?	-1
COc1ccc(NC(=O)c2c(NCc3ccc(C)o3)sc3c2CCC(C)C3)cc1 (stereo not drawn)	/	6%	/	/	24%[9.22 µM]	?	i	-11%	-6
COc1cc(C(=O)N2C(=O)CCC2=O)cc(OC)c1OC	3%	0%	-2%	2	-23%	27%	-19%	-2%	5
N=c1c2c(n(Cc3ccccc3)c3c1CCC3)CCC2	6%	31%	7%	-6	8%	-34%	-30%[57.5 µM]	-7%	-3
Cc1ccccc1CN(C)C1CCN(C)CC1	-2%	11%	-9%	0	12%	-6%	i	1%	1
CN(Cc1ccccc1)C(=O)C1CCCN(Cc2ccc(Cl)cc2)C1 (stereo not drawn)	11%	?	-9%	-68*	-1%	?	-32%[57.5 µM]	-13%	-17
O=C(COC(=O)c1cccc(C(F)(F)F)c1)NCc1ccccc1	0%	12%	1%	12	-11%	-2%	i	-9%	2
CC1=CC(C)(C)Nc2ccc(OC(=O)CN3C(=O)CCC3=O)cc21	0%	?	3%	?	-13%	40%[activator]	-2%[57.5 µM]	3%	-11
Cc1cc(C(=O)Nc2cc(S(C)(=O)=O)ccc2Cl)c(C)o1	-7%	12%	-6%	19	3%	2%	i	-3%	-7
O=C(OCCCc1cc2ccccc2c(=O)o1)c1ccccc1C(F)(F)F	30%	-6%	5%	1	29%	-18%	-40%[inhibitor]	?	-21
COc1cc(/C=N/Nc2ccc([N+](=O)[O-])cn2)cc(OC)c1O	12%	4%	1%	2	1%	?	i	-9%	5
COCCNC(=O)COc1cccc(Oc2ccccc2)c1	-2%	-21%	-4%	-7	20%	3%	i	-20%	-3
O=C1NC2(Nc3ccccc31)C(=O)Nc1ccccc12 (stereo not drawn)	6%	-2%	1%	0	11%	27%	i	45%[activator]	3
O=C(CCCSCCCC(=O)NN=Cc1ccccc1)NN=Cc1ccccc1	20%	21%	-2%	23	-7%	?	-23%	-10%	-1
N#Cc1cccc(-c2cn(S(=O)(=O)c3ccc(Cl)cc3)nc2N)c1	2%	-5%	-10%	1	25%	?	-11%	-16%	0

Of the compounds above, these contain two or more sulfur atoms.
SMILES	GLP-1R agonist	KB-V1 MDR tox	aSyn yeast inh	DRD3 antagonist	TDP43 rescue	GLP1R inv ag	PTHR1 ag	HEK293 tox	D3 ag
CCN(CC)S(=O)(=O)c1ccc(N2CCOCC2)c(NS(=O)(=O)c2ccc(C(C)C)cc2)c1	-2%	-6%	-10%	-2	-5%	-6%	i	-20%	-4
Cc1cc(-c2nnc(SCC(=O)NC3CC3)n2C(C)C)cs1	-9%	/	0%	11	8%	3%	i	0%	16

Next part
SMILES	GLP-1R agonist	KB-V1 MDR tox	aSyn yeast inh	DRD3 antagonist	TDP43 rescue	GLP1R inv ag	PTHR1 ag	HEK293 tox	D3 ag
O=C(Nc1ccc(Cl)cc1)c1ccc(OC2CSC2)cc1	-4%	?	3%	3	18%	6%	i	-18%	2
O=C(N/N=C/c1ccc[nH]1)c1sc2ccccc2c1Cl	2%	-17%	13%	-65*	?	10µM*	i	?	-30
CCN(CC)S(=O)(=O)c1cc(NC(=O)C2CSC3(C)CCC(=O)N23)ccc1C (stereo not drawn)	1%	1%	1%	-13	-3%	-16%	-23%	-5%	-19
CCS(=O)(=O)c1ncc(N(Cc2ccco2)Cc2sccc2C)c(C(=O)Nc2ccc(C)cc2C)n1	/	5%	/	/	15%	5%	1%	0%	6
Cc1ccc(C(=O)Nc2nnc(S(=O)(=O)N3CCN(c4ccc(F)cc4)CC3)s2)cc1	-1%	?	-8%	-7	-21%&13%	25%&6%	-66%[inhibitor]	4%&-2%	-7&1
CCCCN(CCCC)CC1OCc2ccccc2CO1	3%	9%	-3%	-27	-13%	-7%	i	0%	-13
Cc1ccc(-c2cnn(-c3cccc([N+](=O)[O-])c3)c2N)cc1	-1%	?	-2%	1	4%	?	-90%[inhibitor]	-18%	-6
NC(=S)N/N=C/c1coc2cc(Br)ccc2c1=O	3%	?	-37%[inhibitor]	12	?	2%	i	3%	14
Cc1ccc(-n2c(-c3ccco3)nc3nc4ccccc4nc32)cc1F	-1%	-1%	-1%	-8	-5%	-2%	2%	58%[activator]	-1
O=C(C1=C[C@@H](c2csc3ccccc23)C[C@@H](OCc2ccc(CO)cc2)O1)N1CCN(Cc2ccccc2)CC1	8%	?	2%	-53*	13%	?	-9%	0%	-7
CCn1c(SCC(=O)N/N=C/C(C)=C\c2ccco2)nnc1-c1ccccc1	3%	0%	0%	16	-19%[9.22 µM]	3%	i	-11%	7
CCc1cc2c(=O)c(-n3cnc4ccccc43)coc2cc1O	-3%	0%	0%	-29	-13%	14%	i	80%[activator]	-8
Clc1ccccc1-c1ccc(/C=N/n2cnnc2)o1	0%	3.3µM*	6%	-15	11µM*	41%[activator]	i	-6%	-2
COc1ccc(OCC(O)CN2CC(C)OC(C)C2)cc1 (stereo not drawn)	-4%	24%	-7%	-8	-17%	-12%	i	-2%	-3
Cc1ccc(Cn2c(CCNC(=O)C(C)C)nc3ccccc32)cc1	/	0%	/	/	24%	?	-21%	2%	-2
CCc1ccc2cccc3c2c1N=CN3C	-1%	?	1%	6	-2%	31%[activator]	i	0%	14
O=C(Oc1ccc2c(-c3ccccc3)cc(=O)oc2c1)C1CCCCC1	1%	-4%	-5%	-11	18%	-18%	-4%	424%[activator]	-13
C/C(=N/NS(=O)(=O)c1ccc(C)cc1)c1c[nH]c2ccccc12	10%	1%	5%	11	4%	18%	i	-11%	-9
O=C(CNC(=O)N1CC(=O)Nc2ccccc21)NCc1ccc(Cl)cc1	1%	0%	1%	-17	12%	-14%	i	-16%	-6
COc1ccc(CCNC(=O)c2ccccc2-c2ccccc2C(=O)O)cc1OC	-1%	14%	-4%	-3	-4%	7%	-19%	-4%	-2
Cc1ccc(NC(=O)CN2c3ccccc3S(=O)(=O)c3ccccc32)cc1F	-1%	7%	/	/	?	?	-4%	-4%	5
CCN1/C(=C2\C(=O)N(c3ccccc3)N=C2C)C=Cc2cc(C)ccc21	-1%	2%	-1%	-19	-11%	6%	-20%	11%	1
CCn1c(=O)c(=O)[nH]c2cc(C(=O)NC3CC3)ccc21	-9%	-10%	2%	-16	?	10%	12%	10%	-3
CCOC(=O)c1sc(NC(=O)C(CC)OC(=O)c2ccco2)nc1C (stereo not drawn)	7%	-20%	21%	-15	17%	3%	-80%[inhibitor]	-7%	-14
C=CCN([C@H](C(=O)OC)C(C)C)S(=O)(=O)CCNCc1ccccc1	1%	-9%&-33%	2%	?	0%	-1%	7%	-4%	-24
O=C(NCc1cccc(C(F)(F)F)c1)c1ccc2sc(C3=C[C@@H](O)[C@@H](O)[C@@H](CO)O3)nc2c1	-7%	6%	-2%	0	11%	16%	-22%	1%	-1

Source: PubChem BioAssay
